# Cneo AK release – causes C. neoformans cell lysis | actives 0.2% (n = 360,000) | adenylate kinase release luminescence, 4 h; normalised: neutral wells 0, clomiphene wells 100 | lysis activity, % at 15 µM;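 active = mean lysis activity across replicates of at least 80%, whatever share of replicates individually reach that level; inactive = mean lysis activity below 80%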
#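 Schedule: static 4 h at 37 °C with compound, 1 h detection; system: C. neoformans cells; benchmarks: Clomiphene as positive control; buffer or medium: fresh YPD medium; measure: luminescence rise reflecting yeast cell lysis; measured by: luminescent adenylate kinase detection reagent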
# PGC1a acetyl inh – lowers PGC1a acetylation signal in U2OS cells | actives 0.17% (n = 350,000) | AID 651687 | inhibition, % at 15.6 µM | AlphaScreen anti-acetyl-lysine; with virally co-expressed GCN5 acetyltransferase;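 active = every replicate shows inhibition of at least 40%; inconclusive = mean inhibition at least 40% but some replicate below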;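 note: 0% = neutral control wells and 100% = positive control wells; some results beyond the cut were filed as inactive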
# PglD DTNB – PglD (C. jejuni) enzyme inhibition; purified PglD enzyme, DTNB colorimetric CoA detection; inhibition, % at 12.5 µM; actives 0.098% (n = 360,000); AID 602405; in the data active = inhibition above about 16%, passing the limit was not always enough; inconclusive = no clear call, values can overlap the other calls; note: strong numbers were not always called active
# ARNT-TACC3 inh – disruptors of human ARNT/TACC3 interaction; Q9Y6A5; AlphaScreen His-ARNT PAS-B/GST-TACC3 binding, luminescence; TACC3 fragment carries E629A point mutation; inhibition, % at 9.99 µM; actives 0.66% (n = 390,000); AID 623870;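 active = mean inhibition of replicates at least 50% and at least half of replicates each reaching 50%; inconclusive = half or more replicates reach 50% but mean below 50%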;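 note: 0% = complete ARNT plus TACC3 wells and 100% = ARNT alone without TACC3; many hits fall short of the cut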
# PAX8 reporter – PAX8 transcriptional activity inhibition. RMG-I TPO-luciferase reporter, SteadyGlo, 24 h. inhibition, % at 12.6 µM. actives 1.2% (n = 360,000). AID 652154;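 active = mean replicate inhibition at least 60% with every replicate also reaching 60%; inconclusive = only one of the two criteria is met; inactive = mean below 60% and not all replicates reaching 60%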;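 note: luciferase light reporting Pax8 driven TPO promoter activity; plate controls were median of neutral control wells for no effect and mitoxantrone controls for full effect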
# Statin myotox sup – protects C2C12 myotubes from simvastatin toxicity; ATP luminescence, 48 h; scaled: DMSO 0, geranylgeraniol control 100; rescue of ATP level, % at 7.49 µM; actives 0.78% (n = 330,000);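 active = mean ATP rescue above about 67%, or every replicate alone reaching that limit, limit read from the data, passing the limit was not always enough; inconclusive = no clear call, values can overlap the other calls; inactive = mean under the limit and some replicate under it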;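 note: myotubes were challenged with 10 µM simvastatin during compound exposure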
# GSIS activator – GLuc luminescence reporter in INS-1E cells, primary screen for activators of glucose-dependent secretion of insulin; INS-1E GLuc reporter insulin secretion, 2-3 h; activation, % at 16.6 µM; actives 0.61% (n = 370,000); AID 743287;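 active = lowest replicate activation of at least 40%, so every replicate reaches that level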;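 note: 0% = median of neutral control wells and 100% = median of IBMX positive control wells; some compounds called inactive have numbers as strong as hits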
# LGR2 inh – inhibitors of bursicon-induced Drosophila LGR2 receptor cAMP signaling. inhibition, % at 9.99 µM. AID 720647. actives 0.35% (n = 380,000). HEK293 LGR2, CRE-luciferase, bursicon-stimulated, 4 h;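 active = drop in luminescence signal, shown as inhibition above about 50% in the replicate tests, limit read from the data, passing the limit was not always enough; inconclusive = probably only some replicates passing the limit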;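 note: agonist challenge used bursicon conditioned medium at about half maximal strength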
# The depositor's hits bear a star; ? = inconclusive; . = no result given.
molecule	LGR2 inh	PAX8 reporter	GSIS activator	Cneo AK release	PGC1a acetyl inh	PglD DTNB	Statin myotox sup	ARNT-TACC3 inh
Cc1cccc(C)c1NC(=O)NC1(C(=O)N2CCOCC2)CCCCC1	8.8	-12.4	7.5	.	-9.8	.	.	3.6
Cc1c(C=O)c(=O)n(-c2ccccc2)n1C	5.4	-5.9	5.9	2.3	.	0.2	.	-5.0
CCCCN(CCCC)c1cc(C)nc(-c2ccccc2O)n1	.	.	.	1.6	-8.8	6.2	-0.9	-87.1
Fc1ccccc1CNC(=S)Nc1cccc(C(F)(F)F)c1	8.6	10.8	-39.0	4.1	-8.6	2.5	.	29.0
COc1cccc(C2CC(c3cccs3)=NN2S(C)(=O)=O)c1OC (stereo not drawn)	-14.0	3.4	1.2	.	.	.	.	-13.3
CN(C)/C(=N\S(=O)(=O)c1ccc(Cl)cc1)c1ccc(F)cc1	-17.8	-8.6	16.9	-0.5	.	-1.2	-3.0	-15.8
O=C(O)c1cccc(CN2C(=O)SC(Nc3ccccc3)C2=O)c1 (stereo not drawn)	.	13.1	.	2.2	-0.3	3.8	-4.1	19.2
Cc1sc2nc(SCc3ccccc3)n(Cc3ccco3)c(=O)c2c1C	15.4	.	-27.4	1.2	-16.3	-5.0	33.7	.
CCCCOc1ccc(C(=O)NNC(=O)C2C3CCC(C3)C2C(=O)O)cc1 (stereo not drawn)	-8.4	-110.2	-1.9	-2.5	-8.9	-3.5	9.0	-1.3
O=C(Nc1ccc(Br)cc1)Nc1cnccn1	-7.5	.	3.8	-0.6	.	-5.8	-8.5	-6.2
CN(C)C(=O)c1cc(C(=O)c2ccccc2Br)c[nH]1	21.0	23.1	-4.5	-0.5	-1.8	-4.8	-2.3	-11.5
O=C(C[C@H]1C=C[C@@H](NS(=O)(=O)c2ccc(F)cc2)[C@@H](CO)O1)NC1CCCCC1	0.3	-2.8	-1.4	-19.6	-1.2	1.4	3.2	4.2
CCNc1nc(NCC)n2c(SCC(=O)Nc3ccc(Br)cc3F)nnc2n1	-3.6	7.9	-2.3	-0.3	9.5	7.5	1.8	1.3
CCOc1cc(/C=N/NC(=O)CSc2nncn2C)ccc1OCc1ccccc1	-11.6	23.1	16.4	-4.1	4.4	-3.7	2.0	4.9
Cc1noc(C)c1NC(=O)Nc1ccc2c(c1)C(=O)N([C@H](C)CO)C[C@@H](C)[C@@H](CN(C)C(=O)NC1CCCCC1)OCCCC[C@H](C)O2	-10.9	-0.6	2.0	2.9	-16.7	5.2	.	-11.1
COc1ccc(S(=O)(=O)N(C)C[C@H]2OCCCC[C@@H](C)Oc3ccc(NS(=O)(=O)c4cccs4)cc3C(=O)N([C@@H](C)CO)C[C@H]2C)cc1	19.2	21.0	-2.4	-1.8	-4.1	-1.5	.	8.5
O=C(CCN1CCOCC1)N/N=C/c1cc(Br)cc(Br)c1O	-2.0	34.8	-4.1	-1.6	4.3	5.5	-10.3	69.7*
COCC(=O)Nc1ccc2c(c1)[C@@H]1C[C@@H](CC(=O)NC3CCCC3)O[C@@H](CO)[C@@H]1O2	15.0	0.3	4.0	7.3	-5.5	-0.1	2.9	-6.5
Clc1ccc(-c2nc(-c3ccccn3)no2)cc1Cl	.	.	.	-11.1	-9.3	-1.4	-12.2	5.3
CC(=O)c1ccc(NC(=O)CCSCCC(=O)Nc2ccc(C(C)=O)cc2)cc1	.	.	.	0.1	1.3	-1.1	4.3	-6.1
O=C(NCC[C@H]1CC[C@@H](NC(=O)c2cnccn2)[C@@H](CO)O1)c1ccc2c(c1)OCO2	7.9	-10.8	12.5	1.7	-2.5	1.7	0.7	1.9
O=C(COC(=O)CNC(=O)c1ccccc1F)Nc1ncc(Cl)cc1Cl	9.2	15.5	-8.3	0.5	-5.2	-2.2	10.4	.
CO[C@@H]1CC[C@@H]2CCN(C)C(=O)[C@H](C)N(C)C(=O)c3cc(C#N)ccc3OC[C@H]1O2	-0.8	11.3	-3.0	0.7	.	-0.1	0.9	3.3
CCN1CCN(C(=O)c2ccc3c(c2)N(Cc2ccccc2F)C(=O)c2ccccc2S3(=O)=O)CC1	-0.6	15.9	6.1	-0.2	-13.1	5.0	-10.7	-9.5
COc1ccc(/C=N/NC(=O)c2cc(C34CC5CC(CC(C5)C3)C4)[nH]n2)cc1OC	-6.0	10.1	3.0	.	.	.	.	-3.0
O=C(C[C@@H]1CC[C@@H]2[C@H](COC[C@@H](O)CN2C(=O)c2ccncc2)O1)NCc1cccc(F)c1	-16.1	-3.6	15.3	0.1	-14.2	2.6	-13.3	2.1
O=C(Nn1c(-c2ccc(F)cc2)nc2ccccc2c1=O)c1cccnc1	8.7	-4.3	4.9	.	-5.4	.	.	2.5
Cc1nn(CC(=O)NC2(C)CCS(=O)(=O)C2)c(C)c1S(=O)(=O)N(C)C (stereo not drawn)	12.6	11.5	0.8	-0.2	.	-2.2	-1.7	-0.6
O=C(CN1C(=O)C2C3C=CC(C3)C2C1=O)NC1CCCc2ccccc21 (stereo not drawn)	.	-0.6	.	1.0	-1.6	2.1	-11.2	-3.2
Cc1nn(C)c(C)c1S(=O)(=O)N(CC(=O)Nc1ccccn1)c1ccc(C(C)C)cc1	-1.7	13.8	3.8	1.6	-13.0	-7.5	4.4	-4.0
COc1cc(CO)ccc1Oc1nnnn1-c1ccc(C(N)=O)cc1	9.2	.	11.5	1.2	-15.6	-1.1	?	-17.0
COc1ccc(NC(=O)c2ccccc2SCc2ccccc2)cc1	-3.6	7.4	-12.5	-2.2	-10.5	-14.8	4.1	.
O=C(NC(=S)NCc1ccc(Cl)cc1)c1ccco1	-4.3	-15.3	-17.5	-0.6	-25.6	2.3	-30.2	-7.2
OC(c1ccccc1)C(NCc1ccccc1)c1ccccc1 (stereo not drawn)	-6.9	-13.8	-7.6	-0.6	-12.5	-5.6	19.0	.
COC(=O)c1c(NC(=O)Cn2nc(C(F)F)cc2C(F)F)sc(C)c1C	.	19.4	.	2.3	-10.4	1.1	1.2	-3.3
COc1c(C)cc(C(=O)C2CCCN(C(=O)c3cc4nc(C)cc(C)n4n3)C2)cc1C (stereo not drawn)	1.3	-0.6	5.0	.	-2.5	.	.	6.2
N#Cc1cccc(-c2ccc([C@@H]3[C@@H](CO)N4CCCCN(S(=O)(=O)c5ccccc5)C[C@@H]34)cc2)c1	13.8	5.9	7.4	-5.8	-2.3	3.6	26.3	10.8
C[C@@H]1CN([C@@H](C)CO)S(=O)(=O)c2ccc(-c3ccc(C#N)cc3)cc2O[C@H]1CN(C)C(=O)CN(C)C	1.5	.	7.6	18.6	?	-1.0	-4.7	2.4
COc1ccc(C(=O)/C=C/c2ccccc2F)c(OC(=O)c2ccc([N+](=O)[O-])cc2)c1	.	-55.7	.	-1.5	4.6	2.2	10.9	8.2
O=C(NC1CCCc2ccccc21)c1cccnc1 (stereo not drawn)	23.9	.	0.0	2.1	8.4	-2.3	11.7	.
Cc1oc2c(c1C(=O)Nc1ccc(C(=O)O)cc1)CCCC2	.	0.3	.	3.2	0.0	-0.2	1.4	-5.4
C=CCn1c(SCC(=O)Nc2nnc(CC)s2)nnc1-c1ccco1	.	.	.	1.3	3.3	1.2	2.3	1.9
O=C(CC1CC1)N1CC2(C1)[C@H](c1ccccc1)[C@H](CO)N2C(=O)c1cnccn1	9.3	-9.5	17.3	.	-2.8	.	.	.
CCOc1ccccc1NC(=O)C1C(c2ccccc2)C1(Cl)Cl (stereo not drawn)	15.5	20.1	.	2.1	-5.4	-1.2	2.8	.
O=S1(=O)CCN(C2CC2)CC1	5.0	18.3	-1.5	0.6	4.8	0.9	-0.5	.
C=CCc1ccccc1OCC(=O)NNC(=S)NCc1ccccc1	20.8	-10.0	9.2	9.5	.	-3.2	9.0	-2.4
O=C(C[C@H]1CC[C@H]2[C@@H](COC[C@@H](O)CN2S(=O)(=O)c2ccccc2)O1)N[C@H]1CCN(Cc2ccccc2)C1	-4.2	3.6	6.4	-0.9	-0.9	2.9	0.9	-1.9
C=CCN(c1ccccc1)S(=O)(=O)c1c(C)[nH]c(=O)[nH]c1=O	-13.6	7.6	-6.8	0.4	21.1	-3.6	0.3	-0.5
O=C(COC(=O)c1ccccc1O)Nc1cccc(S(=O)(=O)NC2=NCCCCC2)c1	23.5	3.2	0.0	0.8	1.9	0.5	-6.3	1.1
O=C(Cc1ccccn1)N1CC(=O)N2[C@H](CO)[C@H](c3ccc(C#CC4CCCCC4)cc3)[C@@H]2C1	11.1	-5.3	-16.4	.	3.2	.	.	.

# Compound profiles, as listed above:
# Listed for O=C(NC1CCCc2ccccc21)c1cccnc1 (stereo not drawn) → LGR2 inh = 23.9; PAX8 reporter = .; GSIS activator = 0.0; Cneo AK release = 2.1; PGC1a acetyl inh = 8.4; PglD DTNB = -2.3; Statin myotox sup = 11.7; ARNT-TACC3 inh = .
# Listed for O=C(C[C@@H]1CC[C@@H]2[C@H](COC[C@@H](O)CN2C(=O)c2ccncc2)O1)NCc1cccc(F)c1 → LGR2 inh = -16.1; PAX8 reporter = -3.6; GSIS activator = 15.3; Cneo AK release = 0.1; PGC1a acetyl inh = -14.2; PglD DTNB = 2.6; Statin myotox sup = -13.3; ARNT-TACC3 inh = 2.1

# Other records:
molecule	LGR2 inh	PAX8 reporter	GSIS activator	Cneo AK release	PGC1a acetyl inh	PglD DTNB	Statin myotox sup	ARNT-TACC3 inh
CCN(Cc1ccccc1)C(=O)c1cc2c(OC)c(OC)c(OC)cc2[nH]1	4.2	-4.4	-27.1	-0.3	-6.7	2.1	8.0	10.1
Cc1ccc(OCc2n[nH]c(=S)n2-c2ccccc2)cc1	22.1	7.2	8.8	.	.	.	.	-6.8
CCOC(=O)NC(=O)c1cn(Nc2ccccc2C(F)(F)F)c(=O)[nH]c1=O	9.7	2.4	2.5	5.5	-6.3	-5.7	.	0.8
CCN(C(=O)COC(=O)CCCc1nc2ccccc2s1)c1c(N)n(Cc2ccccc2)c(=O)[nH]c1=O	-2.2	-3.6	-20.0	0.7	1.1	-1.4	5.9	-6.6
Cc1ccc(S(=O)(=O)Nc2ccc3c4c(cccc24)CC3)c(C)c1	.	.	.	-0.3	-1.8	0.6	-34.2	-0.3
COc1cccc(N/C=C/C(=O)c2ccc(OC)c(OC)c2)c1	-65.4	-79.4	-7.1	-2.4	.	-0.8	10.4	-14.7
COc1ccccc1NC(=O)Cn1nnc(-c2ccccc2NC(=O)c2cnccn2)n1	9.4	6.1	17.9	.	7.2	.	.	-6.4
O=C(CSc1ncn[nH]1)Nc1nc(-c2ccccc2)cs1	.	.	.	2.2	-32.6	-3.5	.	23.4
CCc1ccc([C@@H]2CC=C(C(=O)O)[C@H](c3ccc(F)cc3)N2S(=O)(=O)c2ccc(C)cc2)cc1	-10.4	10.9	.	-1.6	7.8	2.6	-15.3	3.3
O=C(C[C@H]1C[C@@H]2c3cc(NC(=O)C4CCC4)ccc3O[C@@H]2[C@H](CO)O1)NCc1cc(F)ccc1F	-7.3	0.9	-1.3	3.8	5.8	-2.7	1.7	.
COc1ccc(CNS(=O)(=O)c2ccc(F)c(C(=O)Nc3ccccc3OC)c2)cc1	-2.0	2.6	11.6	.	.	.	.	-5.4
Cc1ccc2cc(C(c3nnnn3C(C)(C)C)N3CCCCCC3)c(=O)[nH]c2c1 (stereo not drawn)	.	.	.	-2.6	-3.3	3.5	0.9	-11.6
C[C@H]1CN([C@@H](C)CO)S(=O)(=O)c2ccc(C#Cc3cccc(F)c3)cc2O[C@H]1CN(C)C(=O)NC1CCCCC1	16.7	55.1	-11.1	1.9	14.8	-3.5	18.1	7.9
